Screening results: PubChem BioAssay, Sanford-Burnham Center for Chemical Genomics
hIAP inh: human IAP inhibition | P09923 | purified IAP, CDP-Star luminescence, 30 min | inhibition, % at 10 µM | actives 0.12% (n = 330,000) | AID 2544;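 active = inhibition reaching a set limit with compound at 10 µM in the primary screen, cut at about 35% in these data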;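 also: plate controls were DMSO wells with enzyme for no effect and no-enzyme buffer wells for full effect; values of inactives mirror those of a sister screen read the other way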
APOBEC3A inh: human APOBEC3A DNA deaminase inhibition; inhibition, % at 20 µM; recombinant A3A, FAM/TAMRA ssDNA deamination fluorescence; P31941; actives 0.41% (n = 330,000);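 active = at least 40% inhibition at 20 µM here, with at most 30% in a related deaminase screen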;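 also: plate controls were A3A with DMSO for no effect and wells lacking A3A enzyme for full effect; some results filed as inactive read as strong as hits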
Target sequence (P31941 whole entry, looked up): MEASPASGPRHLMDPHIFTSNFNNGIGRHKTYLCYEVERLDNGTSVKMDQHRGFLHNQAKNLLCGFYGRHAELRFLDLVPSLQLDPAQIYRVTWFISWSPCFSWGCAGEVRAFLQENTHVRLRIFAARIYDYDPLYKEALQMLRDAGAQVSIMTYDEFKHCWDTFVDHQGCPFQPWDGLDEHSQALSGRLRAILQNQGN
beta cell repl: induces beta-cell replication in MIN6 cells; actives 0.29% (n = 330,000); MIN6 cells proliferation, ATPlite luminescence, 48 h; cells starved in 0.2% serum; 100% = growth in 10% serum; proliferation, % at 10 µM;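 active = compounds whose signal lies at least 3.5 SD above the mean of all wells on their plate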;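 also: 0% = DMSO-treated cells in low-serum medium and 100% = 10% serum control; some compounds called inactive have numbers as strong as hits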
mIAP block: blocks mouse intestinal alkaline phosphatase | purified mouse IAP, CDP-Star luminescence, 30 min | inhibition, % at 10 µM | actives 0.2% (n = 330,000) | AID 2806;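 active = inhibition of at least 40% at 10 µM in the primary screen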;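 also: plate controls were DMSO with enzyme for no effect and no enzyme wells for full effect; values of inactives mirror those of a sister screen read the other way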
APOBEC3G inh: APOBEC3G (human) deaminase inhibition. recombinant A3G, ssDNA deamination FAM/TAMRA fluorescence. inhibition, % at 20 µM. actives 0.28% (n = 330,000);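 active = inhibition of at least 40% at 20 µM, with no more than 30% in the related APOBEC3A deaminase screen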;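 also: plate controls were DMSO wells with A3G for no effect and wells lacking A3G enzyme for full effect; some compounds called inactive have numbers as strong as hits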
Target sequence (Q9HC16 whole entry, looked up): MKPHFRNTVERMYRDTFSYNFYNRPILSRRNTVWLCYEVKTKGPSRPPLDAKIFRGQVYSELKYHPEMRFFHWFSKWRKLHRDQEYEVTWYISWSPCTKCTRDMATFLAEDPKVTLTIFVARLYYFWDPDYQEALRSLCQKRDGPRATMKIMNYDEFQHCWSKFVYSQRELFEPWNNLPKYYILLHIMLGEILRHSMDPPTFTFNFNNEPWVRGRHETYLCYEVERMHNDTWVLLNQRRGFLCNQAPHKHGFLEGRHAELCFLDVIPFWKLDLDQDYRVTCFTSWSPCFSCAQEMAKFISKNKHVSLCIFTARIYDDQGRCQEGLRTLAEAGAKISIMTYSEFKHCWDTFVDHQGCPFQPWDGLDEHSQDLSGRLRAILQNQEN
ATG4B inh: ATG4B (human) cysteine protease inhibition | inhibition, % at 8.33 µM | ATG4B cleavage of LC3-PLA2, NBD-HPC fluorescence, 1 h | actives 0.51% (n = 340,000) | Q9Y4P1 | AID 504462; in the data active = inhibition above about 40%
Target sequence (Q9Y4P1 whole entry, looked up): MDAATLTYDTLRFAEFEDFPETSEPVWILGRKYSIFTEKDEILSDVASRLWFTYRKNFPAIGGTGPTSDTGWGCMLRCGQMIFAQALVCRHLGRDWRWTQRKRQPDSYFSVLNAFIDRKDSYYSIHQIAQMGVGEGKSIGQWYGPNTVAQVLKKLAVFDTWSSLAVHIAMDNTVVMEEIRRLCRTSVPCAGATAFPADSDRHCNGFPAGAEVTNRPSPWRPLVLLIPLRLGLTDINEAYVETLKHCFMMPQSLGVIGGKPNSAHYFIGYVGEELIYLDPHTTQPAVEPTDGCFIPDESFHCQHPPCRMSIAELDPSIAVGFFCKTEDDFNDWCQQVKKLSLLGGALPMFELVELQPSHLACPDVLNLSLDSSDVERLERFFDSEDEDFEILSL
MPTP inh: inhibitors of mitochondrial permeability transition pore | isolated mouse mitochondria, Ca2+ swelling absorbance, 30 min | inhibition, % at 10 µM | actives 1.4% (n = 360,000) | AID 602449;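 active = inhibition of 50% or more, scaled per plate between neutral and stimulator controls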;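 also: 0% = DMSO wells given calcium and 100% = 1 mM EGTA wells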
hIAP activ: increases human intestinal alkaline phosphatase activity. activation factor at 10 µM. P09923. actives 0.16% (n = 330,000). purified human IAP, CDP-Star luminescence, 30 min; stronger effect = higher value; 1 = vehicle-only enzyme, 0 = enzyme-free background;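 active = activation factor of the enzyme at least 2-fold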; also: the source names both 10 and 20 µM as test concentration; values of inactives mirror those of a sister screen read the other way
mIAP activ: mouse IAP activation; actives 0.24% (n = 330,000); muIAP, CDP-Star luminescence, 30 min; stronger effect = higher value; 1 = vehicle-only enzyme signal, 0 = enzyme-free wells; AID 2805; activation factor at 10 µM;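 active = activation factor of at least 2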; also: the source names both 10 and 20 µM as test concentration; values of inactives mirror those of a sister screen read the other way
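Assay system: mouse IAP enzyme / Compound: DMSO-dissolved test compounds / Timing: 30 min, room temperature / Measured by: luminescence from enzymatic CDP-Star hydrolysis / Control set: DMSO-only wells, enzyme-free buffer wells as negative control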
* hit, by the source's call.

entry	molecule	hIAP inh	APOBEC3A inh	beta cell repl	mIAP block	APOBEC3G inh
1	COc1ccc(OC)c(NC(=O)c2cc(S(=O)(=O)N3CCCCC3)c[nH]2)c1	8	-2	1	13	-9
2	CCOC(=O)CCNc1n[nH]c(=O)[nH]c1=O	10	-3	-3	4	-6
3	Cc1cc(C)nc(/N=c2/ssnc2Cl)c1	-6	-3	-4	18	3
4	O=C(OCC(=O)N1CCOCC1)c1ccc2ccccc2c1O	24	0	-3	8	-1
5	O=C(NCc1ccccc1)c1c[nH]c2ccc(F)cc2c1=O	21	0	-2	6	1
6	COc1cccc(NC(=O)c2cn(C)c(=O)c3cc(OC)c(OC)cc23)c1	-12	-3	0	-13	-3
7	Cc1cccn2c(CN3CCCN(C=O)CC3)c(C(=O)N(C)CCc3ccccc3)nc12	7	-3	2	0	-9
8	O=C(c1cc2cc(Br)ccc2oc1=O)N1CCCC1	13	0	-3	4	-8
9	CC1Cc2ccccc2N1C(=O)C1CC(=O)N(c2ccccc2)C1 (stereo not given)	18	-1	0	4	-5
10	CCCNC(=O)c1ccc2c(c1)CCN2S(C)(=O)=O	-14	-2	3	-2	-6
11	Cc1cc(C)n(-c2nc3c(c(=O)[nH]c(=O)n3C)n2C(C)C)n1	-11	-4	0	2	-6
12	Cc1cc(C)cc(-n2cc(C(=O)O)c(=O)cc2C)c1	-16	-4	-2	-10	-5
13	COc1ccc2c3c(cccc13)OCC2=O	1	-1	-1	-1	-3
14	CCOC(=O)c1c(C=O)c2ccccc2n1CC	-13	-7	3	-23	-9
15	CCOC(=O)C1=C(C)N=c2s/c(=C\c3ccc(OCC(=O)O)cc3)c(=O)n2C1c1ccccc1OC (stereo not given)	12	-1	-2	4	-1

entry	ATG4B inh	MPTP inh	hIAP activ	mIAP activ
1	-11	-0.4	0.92	0.87
2	-8	-0.4	0.9	0.96
3	-5	-0.7	1.1	0.82
4	-12	-1.8	0.76	0.92
5	-1	0.7	0.79	0.94
6	-4	0.7	1.1	1.1
7	13	-1.2	0.93	1
8	-9	-0.5	0.87	0.96
9	-7	0.2	0.82	0.96
10	2	-1.6	1.1	1
11	-1	5.1	1.1	0.98
12	-3	-0.5	1.2	1.1
13	-10	-0.6	0.99	1
14	2	-0.1	1.1	1.2
15	-3	1.3	0.88	0.95

The list goes on:
entry	molecule	hIAP inh	APOBEC3A inh	beta cell repl	mIAP block	APOBEC3G inh
16	Cc1ccc2c(c1)nnn2C1CCN(C(=O)C23CC4CC(CC(C4)C2)C3)CC1	-2	-3	-5	-10	-1
17	CCCC(=O)Nc1nc(C)c(-c2csc(Nc3ccccc3OC)n2)s1	12	-5	-2	15	-9
18	Clc1ccc(Nc2c3c(nc4ncnn24)CCC3)cc1	19	-1	-2	-10	-6
19	Cc1nn(C(=O)c2c([N+](=O)[O-])cnn2C)c(C)c1Cl	1	-6	-3	0	-5
20	N/C(=N\S(=O)(=O)c1cccs1)c1ccccc1	-2	1	-2	-7	-3
21	CN(CC(=O)Nc1ccc(Cl)cc1)c1ccc(S(=O)(=O)N2CCCCC2)cc1[N+](=O)[O-]	12	2	-5	3	-5
22	CC(C)C(=O)NN(C(=O)C(C)C)c1nc2ccccc2s1	10	-1	-5	-9	1
23	CC(Sc1nnnn1C)C(=O)Nc1ccccc1-c1ccccc1 (stereo not given)	7	-3	0	-6	-5
24	Cc1ccccc1N1CCN(C(=S)c2ccc([N+](=O)[O-])cc2)CC1	14	0	-4	12	-5
25	O=C(CNS(=O)(=O)c1ccccc1)N1CCN(C(=O)c2ccco2)CC1	-12	-2	-6	2	-1
26	COCCCNS(=O)(=O)c1cccc(S(=O)(=O)c2cccc(S(=O)(=O)NCCCOC)c2)c1	9	0	-1	-1	-6
27	O=C(NC(=S)Nc1ccc(NC(=O)c2ccco2)cc1)c1ccccc1	-11	-4	3	8	-1
28	CCCCOc1ccc(-c2n[nH]c(=S)n2Cc2ccccc2)cc1	-29	-2	-1	-2	-8
29	CCOC(=O)c1cn(Cc2ccc(C)cc2)nn1	5	-4	-2	-13	-4
30	O=C(Nc1cccc(C(F)(F)F)c1)C1CCN(S(=O)(=O)c2cccnc2)CC1	6	-2	-1	-3	-1

entry	ATG4B inh	MPTP inh	hIAP activ	mIAP activ
16	-4	7.1	1	1.1
17	-11	-2.9	0.88	0.85
18	-3	2.3	0.81	1.1
19	-15	-0.2	0.99	1
20	-1	-5.2	1	1.1
21	-16	82*	0.88	0.96
22	10	1.7	0.9	1.1
23	-1	0.0	0.93	1.1
24	9	0.9	0.86	0.89
25	-9	-0.8	1.1	0.98
26	-5	-0.4	0.91	1
27	0	-3.4	1.1	0.92
28	1	0.6	1.3	1
29	8	-1.5	0.95	1.1
30	2	-2.7	0.94	1

More records follow:
entry	molecule	hIAP inh	APOBEC3A inh	beta cell repl	mIAP block	APOBEC3G inh
31	N#Cc1c(SCC(=O)N2CCOCC2)nsc1SCC(=O)N1CCOCC1	-6	-3	-1	0	-9
32	Cc1cc2cc(CNC(=O)c3ccc(S(=O)(=O)N4CCCC4)cc3)ccc2n1C	24	-4	-1	6	-10
33	COc1ccc2c(c1)c1nc(SCC(C)C)n(CCO)c(=O)c1n2C	8	0	-2	4	-4
34	COC(=O)c1cn(C(=O)c2ccccc2)c2ccccc12	-2	3	-2	-4	-3
35	CCOc1ccc(N(CC(=O)NC2CCCC2)C(=O)CCC(=O)Nc2nccs2)cc1	-7	-5	0	9	-12
36	CN(C)CC/C=C1\c2cc(Cl)ccc2Sc2cc(F)c(F)cc21	15	-3	-4	8	-6
37	COc1ccc(CNCc2ccccc2[N+](=O)[O-])cc1OC	-20	-4	-1	-6	-2
38	CC(C)COP(=O)(c1ccc(N(C)C)cc1)C(O)c1ccccc1F (stereo not given)	0	-2	2	5	-9
39	Cc1ccc(C)c(C2=CSC3=NS(=O)(=O)CCN23)c1	-6	5	1	-42	-2
40	O=S(=O)(Nc1cccnc1)c1ccc(Br)c2ccccc12	-17	-2	-4	5	-2
41	Cc1cccc(C)c1NC(=O)C1c2cccc[n+]2CC(=O)N1Cc1ccc2c(c1)OCO2 (stereo not given)	-5	14	-4	6	3
42	Cc1ccc(N=C2NC(=O)CS2)cc1	13	-3	-3	-4	-5
43	c1ccc(CCn2nnnc2C(c2cccs2)N2CCOCC2)cc1 (stereo not given)	-6	1	-1	1	2
44	Cc1cc(OCCOc2cccc3cccnc23)cc(C)c1Cl	-11	2	-3	13	-2
45	COc1cccc(NC(=O)COC(=O)c2ccccc2SCC(=O)N2CCCC2)c1	12	4	-2	1	15

entry	ATG4B inh	MPTP inh	hIAP activ	mIAP activ
31	-6	-2.1	1.1	1
32	4	0.2	0.77	0.94
33	-1	0.6	0.92	0.95
34	-10	2.9	1	1
35	-6	-1.4	1.1	0.91
36	19	0.7	0.85	0.93
37	-1	0.3	1.2	1.1
38	-12	1.4	1	0.95
39	6	-1.0	1.1	1.4
40	3	0.5	1.2	0.95
41	-1	-0.5	1.1	0.94
42	-2	-0.3	0.87	1
43	-4	-3.0	1.1	0.99
44	34	0.9	1.1	0.87
45	-4	-0.5	0.89	0.99

Shown as a hit in MPTP inh, among the entries above:
item | smiles | hIAP inh | APOBEC3A inh | mIAP block | APOBEC3G inh | ATG4B inh | MPTP inh | hIAP activ | mIAP activ
21 | CN(CC(=O)Nc1ccc(Cl)cc1)c1ccc(S(=O)(=O)N2CCCCC2)cc1[N+](=O)[O-] | 12 | 2 | 3 | -5 | -16 | 82* | 0.88 | 0.96

Full records from above:
CCOc1ccc(N(CC(=O)NC2CCCC2)C(=O)CCC(=O)Nc2nccs2)cc1 is listed as hIAP inh: -7; APOBEC3A inh: -5; beta cell repl: 0; mIAP block: 9; APOBEC3G inh: -12; ATG4B inh: -6; MPTP inh: -1.4; hIAP activ: 1.1; mIAP activ: 0.91
COc1ccc2c(c1)c1nc(SCC(C)C)n(CCO)c(=O)c1n2C is listed as hIAP inh: 8; APOBEC3A inh: 0; beta cell repl: -2; mIAP block: 4; APOBEC3G inh: -4; ATG4B inh: -1; MPTP inh: 0.6; hIAP activ: 0.92; mIAP activ: 0.95

Going on with the list.
entry	molecule	hIAP inh	APOBEC3A inh	beta cell repl	mIAP block	APOBEC3G inh
46	Oc1ccc(C[C@H]2CNCCN2CC2(c3ccccc3)CC2)cc1	17	-1	-2	-12	-3
47	COc1ccc(Cl)cc1C(=O)N1CCN(c2ccccn2)CC1	-33	1	-2	0	0
48	Cc1nc2sc(C(c3ccccc3)N3CCN(C)CC3)c(O)n2n1 (stereo not given)	-6	1	-2	1	2
49	CC(OC(=O)C1CC2CCCC(C1)C2=O)C(=O)Nc1cccc([N+](=O)[O-])c1 (stereo not given)	-19	-3	-3	2	-4
50	COc1cccc(CN2CC(C(=O)N3CCCO3)CCC2=O)c1 (stereo not given)	-10	-4	6	8	-4
51	CCN1C(=O)C(O)(CC(=O)c2c(C)coc2C)c2ccccc21 (stereo not given)	5	-3	-2	0	-11
52	CCOC(=O)CC(=O)Nc1ccc(C(=O)OCC)cc1	1	-1	-2	2	0
53	CCC(=O)NC(=S)Nc1ccc(NC(=O)c2ccco2)cc1	11	0	-3	1	-3
54	O=C(NCCN1CCCCC1)Nc1cccc(Cl)c1Cl	-1	-2	-1	-7	-9
55	CC1CCN(C(=O)c2ccc(NC(=O)C3CCCO3)cc2)CC1 (stereo not given)	7	-3	3	-5	-4
56	Clc1ccccc1C1=Nn2c(nnc2-c2ccco2)SC1	4	1	0	2	4
57	N#Cc1ccc(C(=O)NNC(=O)c2ccncc2)cc1	4	0	4	-6	-7
58	Cc1nc2ccc(NC(=O)N3CCSCC3)cc2s1	-16	-3	0	-18	-6
59	CC(=NCc1cccc(Cl)c1)c1nc(-c2ccco2)oc1O	18	-2	0	1	-5
60	CS(=O)(=O)N(CC(=O)N1CCc2ccccc2C1)Cc1ccc(Cl)cc1	0	-1	2	1	-7

entry	ATG4B inh	MPTP inh	hIAP activ	mIAP activ
46	6	7.0	0.83	1.1
47	-8	-5.7	1.3	0.99
48	-16	-1.0	1.1	0.99
49	0	0.9	1.2	0.98
50	0	0.8	1.1	0.92
51	-8	0.2	0.95	1
52	-10	0.0	0.99	0.98
53	-1	1.8	0.89	0.99
54	5	0.3	1	1.1
55	1	-0.3	0.93	1.1
56	-5	1.9	0.96	0.98
57	-1	1.7	0.96	1.1
58	-9	-1.3	1.2	1.2
59	5	1.7	0.82	0.99
60	5	-1.7	1	0.99

(more compounds)
entry	molecule	hIAP inh	APOBEC3A inh	beta cell repl	mIAP block	APOBEC3G inh
61	CCN1CCN(/C=N/c2nc3c(s2)CCCC3)CC1	-1	-4	-2	16	-3
62	COc1cc(-c2n[nH]c(=S)n2-c2cccc(C(F)(F)F)c2)cc(OC)c1OC	10	0	0	3	3
63	CCCCc1nc(NCCN2CCOCC2)c(C#N)c2c1COC(C)(C)C2	9	2	3	2	-2
64	CCN(CC(=O)Nc1ccc(OC)cc1)C(=O)c1ccc2c(c1)NC(=O)CS2	-15	37	1	2	-2
65	CCN1C(=O)CSc2ccc(C(=O)NCc3ccccc3OC)cc21	-1	2	1	-1	0
66	CC(C)c1nnc(NC(=O)C2CCCN(C(=O)Nc3ccc(F)cc3)C2)s1 (stereo not given)	-2	-1	-2	-2	-6

entry	ATG4B inh	MPTP inh	hIAP activ	mIAP activ
61	-8	-1.0	1	0.84
62	5	-0.4	0.9	0.97
63	-6	-0.8	0.91	0.98
64	-2	0.1	1.2	0.98
65	6	-1.8	1	1
66	-6	-1.8	1	1

A few values from above:
Result for compound 8 under ATG4B inh: -9
Result for compound 4 under hIAP inh: 24
Result for compound 31 under APOBEC3A inh: -3
Result for compound 17 under ATG4B inh: -11
